Screening results as filed in PubChem.
DENV2 CPE rescue – protects cells from dengue virus 2 cytopathic effect. DENV2-infected cells, cytopathic effect rescue, plate reader. CPE inhibition, % at 9.99 µM. 1.7% of 350,000 active; in the data active means CPE inhibition above about 20%, passing the limit was not always enough; inconclusive means no clear call, values can overlap the other calls; tested in BHK-21 cells;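 further: 0% = median of neutral control wells and 100% = median of positive control wells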
E-selectin induc – induces E-selectin expression in human endothelial cells | P16581 | HUVEC E-selectin immunofluorescence imaging; normalized: neutral wells 0, TNF-alpha wells 100 | activation, % at 7.58 µM | 0.37% of 260,000 active | AID 686992;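 active means mean E-selectin-positive cell signal at least 10% of the positive control, reached in at least 60% of replicates, without over 20% cell loss; inconclusive means no rule given, readout overlaps actives, possibly toxicity-flagged; inactive means the rest, including those meeting only one limit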;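 further: in these data hits start at about 27%; measured in HUVEC primary endothelial cells; signal is the percent of cells scored E-selectin positive by PE staining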
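Test system: HUVEC; input: 3,000 HUVEC/well; measured by: immunofluorescence imaging; read-out: % PE-positive cells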
RAD52 anneal inh – inhibitors of human RAD52 DNA annealing; inhibition, % at 18.7 µM; 0.46% of 360,000 active; recombinant RAD52 DNA annealing, FRET fluorescence; P43351; AID 651710;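 active means every replicate showing at least 50% inhibition; inconclusive means mean inhibition at least 50% but not in every replicate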
Target sequence (P43351 whole entry, looked up): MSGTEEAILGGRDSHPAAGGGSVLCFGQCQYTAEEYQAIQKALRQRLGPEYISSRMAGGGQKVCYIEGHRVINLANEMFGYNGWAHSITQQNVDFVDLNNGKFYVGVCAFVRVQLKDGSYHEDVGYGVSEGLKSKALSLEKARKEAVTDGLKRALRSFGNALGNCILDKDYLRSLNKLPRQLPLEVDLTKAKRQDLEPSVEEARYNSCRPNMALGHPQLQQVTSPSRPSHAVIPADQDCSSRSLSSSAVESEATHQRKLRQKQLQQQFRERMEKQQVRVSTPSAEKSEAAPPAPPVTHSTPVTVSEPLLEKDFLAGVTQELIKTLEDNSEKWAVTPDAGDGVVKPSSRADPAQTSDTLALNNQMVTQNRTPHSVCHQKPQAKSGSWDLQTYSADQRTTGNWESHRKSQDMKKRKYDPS
RAD54 inh – RAD54 (human) branch migration inhibition | AID 602329 | RAD54 Holliday junction branch migration, FAM/BHQ fluorescence | 0.14% of 360,000 active | Q92698 | inhibition, % at 10.4 µM;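 active means mean normalized replicate activity at least 40 and at least half of replicates scoring 40 or more; inconclusive means only one of the two criteria met; inactive means mean below 40 and under half of replicates reaching 40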;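 further: 0% = median of neutral control wells and 100% = median of positive control wells; inhibitors cause a drop in the FAM fluorescence signal; in these data hits start at about 50%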
Xi reactivation – activators of X-chromosome reactivation in mouse fibroblasts; AID 743238; activation, % at 7.58 µM; 0.055% of 360,000 active; XiGFP mouse fibroblasts, % GFP-positive cells imaging, 3 d; cells co-treated with 5-aza-dC sensitizer; scaled so ellipticine positive control = 100%;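 active means mean normalized replicate activation at least 10% and every replicate at or above 10%; inconclusive means only one of the two criteria met; inactive means mean below 10% and not all replicates reach 10%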;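 further: 0% = median of on-plate neutral control wells and 100% = ellipticine 6 µM median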
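Assay system – SV40-immortalized XiGFP fibroblast cells, line 68-5-11 · Buffer or medium – DMEM supplemented with 5-aza-dC as sensitizing agent · Dosing – one concentration, pinned · Benchmarks – positive control ellipticine, 6 µM final · Times – 3 days compound exposure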
F508del corr – CFTR F508del correction in bronchial cells | activity (quench increase), % at 7.58 µM | CFBE cells, YFP halide quenching; stimulated with forskolin plus potentiator P3; % fluorescence drop versus neutral controls | 0.36% of 350,000 active | AID 720511;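 active means mean added fluorescence quench of at least 8% versus neutral control, with both replicates also reaching 8%; inconclusive means only one of the mean or replicate conditions met; inactive means mean below 8% and not both replicates reaching 8%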;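 further: cells transiently co-express mutant CFTR-F508del with the halide-sensitive YFP; corrector assay measuring rescue of mutant channel to the surface after 24 h compound exposure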
Casp6 inh – caspase-6 (human) enzyme inhibition; 0.53% of 350,000 active; AID 686996; P55212; purified caspase-6, Z-VEID-R110 cleavage fluorescence; inhibition, % at 12.5 µM;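 active means mean inhibition across replicates at least about 35%, with every replicate also reaching that limit, limit read from the data; inconclusive means only one of the two criteria met; inactive means neither criterion met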;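 further: 0% = median of neutral control wells and 100% = no fluorescence left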
Target sequence (P55212 24-179 limits assumed): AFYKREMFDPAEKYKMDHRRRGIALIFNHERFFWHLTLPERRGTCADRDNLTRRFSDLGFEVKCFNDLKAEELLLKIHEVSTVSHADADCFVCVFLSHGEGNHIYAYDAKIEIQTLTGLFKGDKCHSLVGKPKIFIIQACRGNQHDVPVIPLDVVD
Target sequence (P55212 194-293 limits assumed): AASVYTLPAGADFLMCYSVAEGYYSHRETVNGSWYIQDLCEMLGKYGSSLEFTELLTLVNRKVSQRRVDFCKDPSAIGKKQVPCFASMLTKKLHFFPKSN
GSIS activator – GLuc luminescence reporter in INS-1E cells, primary screen for activators of glucose-dependent secretion of insulin; 0.61% of 370,000 active; AID 743287; INS-1E GLuc reporter insulin secretion, 2-3 h; activation, % at 16.6 µM;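 active means lowest replicate activation of at least 40%, so every replicate reaches that level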;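 further: 0% = median of neutral control wells and 100% = median of IBMX positive control wells; some compounds called inactive have numbers as strong as hits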
* = called active by the depositor; ? = inconclusive; . = not tested or not shown; & = joins results of further samples.

SMILES	DENV2 CPE rescue	E-selectin induc	RAD52 anneal inh	RAD54 inh	Xi reactivation	F508del corr	Casp6 inh	GSIS activator
CCc1nc2ccc(C(=O)N(C)Cc3ccccc3)cn2c1N(CC)Cc1cccc(Br)c1	-6	-0.4	-14	10	0.2	2.7	-8	-25
CC12CCC(c3c(C(=O)O)nn(-c4ccccc4)c31)C2(C)C (centres undefined)	4	.	-11	.	.	0.7	2	15
C[C@H](CO)N1C[C@H](C)[C@@H](CN(C)C)Oc2ccc(NC(=O)c3ccncc3)cc2C1=O	3	.	0	-12	-0.6	-3.5	2	-3
COc1ccc(NC(=O)Nc2ccc3c(c2)C(=O)N([C@@H](C)CO)C[C@H](C)[C@@H](CN(C)S(=O)(=O)c2cn(C)cn2)O3)cc1	-2	0.2	11	5	-0.2	0.0	0	12
O=C(C[C@H]1C/C=C\C[C@@H](Cc2ccc(F)cc2)C(=O)OC[C@H]2CCCN2C1=O)N[C@H](CO)Cc1ccccc1	-14	0.0	-8	1	-0.2	-0.5	2	-8
Cc1nc2nc(SCC(=O)NCCCN3CCCCCC3)nn2c(C)c1Cc1ccccc1Cl	-2	.	21	-8	0.0	-0.9	-89	-18
Cc1ccccc1S(=O)(=O)N(C)C[C@H]1OCc2cnnn2CCCC(=O)N([C@@H](C)CO)C[C@H]1C	2&-8&-10	0.0	-1&17&-7	2&1&3	0.3&-0.1	-6.2&-1.9&1.2	-1&-3&-2	23&-10
Cc1onc(-c2ccccc2)c1C(=O)NC1CC1	?	0.3	-10	-1	-0.1	-0.9	1	24
C/C=C/c1ccc([C@H]2[C@@H](CO)N(CCC(F)(F)F)C23CN(C(C)=O)C3)cc1	2	0.5	-16	.	0.0	-2.4	-2	1
Nc1ncnc2c1ncn2[C@@H]1O[C@H](C(=O)N[C@H]2c3ccccc3C[C@H]2OC=O)[C@@H](O)[C@H]1O	-7	0.1	-1	-2	-0.1	-1.3	-1	22
CN(C)C(=O)C[C@H]1CC[C@@H](NC(=O)NC2CCCCC2)[C@H](CO)O1	13	2.4	1	1	-0.5	-1.3	2	1
O=C(c1ccccc1F)N1C[C@@H]2O[C@H](CNS(=O)(=O)c3ccccc3)CC[C@@H]21	61*	.	59*	.	.	1.8	0	.
CNC(=O)CSc1ncnc2c1cnn2-c1ccccc1	-4	2.4	-3	.	-0.2	0.3	1	2
COc1ccc(S(=O)(=O)NCC(=O)N(CC(=O)NCC2CCCO2)Cc2ccccc2)cc1 (centres undefined)	?	0.0	-5	3	0.2	0.1	0	17
COc1ccc(C(=O)CC(=O)C(=O)Nc2ccc(C)cc2Cl)cc1	-1	-0.2	-11	-6	0.2	-5.5	0	4
C[C@H]1CN([C@@H](C)CO)C(=O)c2cccc(NC(=O)CCCCCC(=O)Nc3ccccc3N)c2O[C@H]1CN(C)S(=O)(=O)c1ccc(F)cc1	-10	-0.3	-1	.	-0.3	-1.0	0	11
O=C(CSc1cccc[n+]1[O-])Nc1ccc2c(c1)OCCO2	-6	.	-11	.	0.0	3.1	2	1
Cc1cnc(NS(=O)(=O)c2ccccc2)c(Br)c1	-4	-0.1	2	.	0.0	1.1	0	11
COc1ccc(S(=O)(=O)Nc2ccc3c(c2)C(=O)N([C@@H](C)CO)C[C@H](C)[C@H](CN(C)C(=O)NC(C)C)O3)cc1	?	-21	4	2	-0.2	2.0	-4	13
CCN(CC(=O)Nc1ccc2c(c1)OCCO2)CC(=O)Nc1ccc2c(c1)OCO2	0	0.5	-3	.	0.3	0.7	2	.
O=C(NCC[C@@H]1CC[C@@H](NS(=O)(=O)c2cccc(F)c2)[C@H](CO)O1)c1cnccn1	8	-0.4	6	8	-0.5	-0.9	-5	-10
CC1=CC(=C(C#N)C#N)c2ccccc2N1C	5	0.0	-29	9	0.0	0.0	-4	7
COc1ccc(-c2ccccc2[C@@H]2[C@@H](CO)N(C(=O)C3CC3)[C@H]2C#N)cc1	11	-0.1	.	.	0.1	2.3	0	1
CC(=O)c1ccc(NC(=O)CSc2ccc(-c3ccco3)nn2)cc1	-11	0.3	-12	0	-0.1	0.0	4	6
Cc1ccnc(N2CCCC(C(=O)Nc3ccc(C)c(C)c3)C2)n1 (centres undefined)	1	0.0	-16	0	0.0	-2.9	4	-1
SMILES	DENV2 CPE rescue	E-selectin induc	RAD52 anneal inh	RAD54 inh	Xi reactivation	F508del corr	Casp6 inh	GSIS activator
O=C(NC1CCCCC1)N1CC(=O)N2[C@H](CO)[C@H](c3ccc(-c4cccc(F)c4)cc3)[C@@H]2C1	11	-0.2	3	.	0.0	-1.1	2	-23
CC(=O)c1c(C)[nH]c(C(=O)COC(=O)Cc2ccccc2F)c1C	14	-0.3	-19	5	-0.1	-0.8	-3	-1
C[C@H]1CN([C@@H](C)CO)C(=O)c2cccc(NS(=O)(=O)c3cccs3)c2O[C@H]1CN(C)S(C)(=O)=O	-7	-0.4	-7	0	0.2	0.4	-4	16
O=C(c1ccc(=O)oc1)N1CCC(C(O)(c2ccccc2)c2ccccc2)CC1	-2	-0.1	-25	-2	-0.1	0.0	0	15
Nc1cc(=O)[nH]c(SCC(=O)Nc2cccc(S(=O)(=O)N3CCCCCC3)c2)n1	-1	0.1	-15	-1	0.2	7.7	0	4
C[C@@H]1CN([C@H](C)CO)S(=O)(=O)c2ccc(C#CC3CC3)cc2O[C@@H]1CN(C)C(=O)c1cccc(F)c1	-3	-0.2	13	-1	-0.8	-2.5	0	-40
CCNC(=O)C[C@H]1CC[C@@H]2[C@@H](COc3ccc(NC(=O)c4cccc(OC)c4)cc3C(=O)N2C)O1	7	0.0	11	2	0.2	1.7	1	0
CCC1Sc2ccc(S(=O)(=O)CCC(=O)Nc3c(Cl)cc(OC)cc3OC)cc2NC1=O (centres undefined)	-4	0.0	-7	0	0.0	-2.9	7	4
COc1ccc(NC(=O)N2CC3(C2)CN(C(=O)CN2CCOCC2)[C@H](CO)c2[nH]c4cc(OC)ccc4c23)cc1	-2	0.0	-1	.	0.1	0.5	4	-7
CC(=O)Nc1ccc(NC(=O)Cc2ccc(S(=O)(=O)N3CCCCC3)cc2)cc1	-4	.	-12	-4	5.0	-7.8	-1	-12
CCC(=O)Nc1nc2ccc3nc(C)sc3c2s1	13	-0.1	-68	-12	0.0	-1.0	1	-7
C[C@@H]1CN([C@H](C)CO)S(=O)(=O)c2ccc(C#CCN(C)C)cc2O[C@H]1CN(C)Cc1ccc(F)cc1	1	0.0	20	-6	-1.0	-0.4	-6	1
Nc1ccc2nc(SCC(=O)c3ccccc3)sc2c1	3	.	-22	0	0.0	-1.6	0	8
CCOC(=O)C1CCCN(C(=O)c2ccccc2NC(=O)C2=C(C)OCCS2)C1 (centres undefined)	6	1.7	-8	-16	0.2	4.4	1	5
CN(C)c1ccc(NC(=O)COC(=O)c2ccc3c(c2)OCO3)cc1	13	0.2	-22	.	0.1	-2.3	0	.
COC(CNc1nc(SC)nc2sc3c(c12)CCN(C)C3)OC	-3	-0.2	-38	9	-0.1	1.6	-3	12
CC(=O)N1[C@H](C(=O)NCc2ccccc2Cl)[C@@H](CO)[C@@H]2Cn3c(ccc(-c4cccnc4)c3=O)[C@@H]21	8	-0.3	-10	-15	0.3	1.5	0	16
C[C@@H]1CN([C@@H](C)CO)C(=O)CCCn2cc(nn2)CO[C@H]1CN(C)Cc1ccc(C(F)(F)F)cc1	18	0.1	-2	-1	-0.4	0.9	-3	2
CC1CCN(C(=O)C2CCN(S(=O)(=O)c3cc(Cl)ccc3Cl)CC2)CC1	-4	-0.1	3	.	0.0	1.2	2	-25
C=C(C(=O)c1ccccc1)C(NC(C)(C)C)c1ccccc1 (centres undefined)	12	-3.1	-5	.	0.2	3.4	-1	.
COc1ccc2sc(N(CCN(C)C)C(=O)/C=C/c3cccs3)nc2c1	-1	-2.5	12	.	0.0	1.5	0	-32
O=C1CC/C=C\C[C@@H](CC(=O)N(CCO)Cc2ccccc2)C(=O)NC[C@@H](c2ccccc2)O1	4	1.1	-2	-1	0.1	0.2	1	3
COc1ccc(OCC(=O)Nc2nc3ccc(NC(C)=O)cc3s2)cc1	-7	10	-6	.	-0.1	1.1	2	4
O=C(Nc1ccc(S(=O)(=O)N2CCOCC2)cc1)c1ccc(Cl)s1	-6	.	-1	1	.	-1.7	4	4
COCC(=O)N(C)C[C@H]1Oc2cc(C#CC(C)(C)O)ccc2S(=O)(=O)N([C@H](C)CO)C[C@H]1C	6	-0.1	2	3	-0.4	4.3	0	7
SMILES	DENV2 CPE rescue	E-selectin induc	RAD52 anneal inh	RAD54 inh	Xi reactivation	F508del corr	Casp6 inh	GSIS activator
COC(=O)CC(NC(=O)C1CC1)c1ccc2c(c1)OCO2 (centres undefined)	3	0.6	-16	.	-0.2	1.1	-5	17
C[C@H]1CCCCO[C@@H](CN(C)C(=O)CCCN(C)C)[C@@H](C)CN([C@@H](C)CO)C(=O)c2cc(NS(=O)(=O)c3ccccc3)ccc2O1	-4	-0.2	25	1	0.0	2.3	-14	15
CCN1C(=O)/C(=C2/Sc3ccc(OC)cc3N2C)SC1=Nc1cccc(O)c1	7	.	-41	3	.	-1.2	4	-19
O=C(O)CCn1ncc2ccccc2c1=O	0	.	-2	0	0.0	-0.5	1	6
O=C(COC(=O)c1cccnc1Nc1ccccc1F)NCCN1C(=O)CSC1=O	6	.	-20	.	.	0.1	0	-20
C[C@@H]1CN([C@@H](C)CO)S(=O)(=O)c2ccc(-c3ccccc3)cc2O[C@H]1CN(C)S(=O)(=O)c1ccccc1F	3	-3.8	-2	-2	-0.5	?	-1	2
COc1ccccc1Nc1nc(-c2cccs2)cs1	-5	.	-18	-2	.	-1.8	0	2
CC(c1ccccc1)N(C)C(=O)CN1CCN(S(=O)(=O)c2ccc3c(c2)OCCCO3)CC1 (centres undefined)	9	.	0	-5	0.1	4.1	5	-4
Cc1ccc(C(=O)C(OC(=O)c2cnccn2)c2ccccc2)cc1 (centres undefined)	.	.	-14	-6	0.0	0.2	-3	-4
O=C1NC(=O)C2(CCCCCCCCCCC2)N1	-2	0.3	-1	-3	0.1	-1.9	0	4
C[C@H]1CN([C@@H](C)CO)C(=O)Cc2cc(NC(=O)CCC(F)(F)F)ccc2O[C@@H]1CN(C)C	0	.	8	12	-1.1	-0.8	1	-2
C[C@@H]1CN([C@@H](C)CO)C(=O)Cc2cc(NC(=O)CCCCCC(=O)Nc3ccccc3N)ccc2O[C@@H]1CN(C)Cc1ccc2c(c1)OCO2	60*	-2.6	-22	13	-0.6	-2.1	3	19
COc1cccc(/C=C2/Sc3ccc(C(=O)NC4CC4)cc3NC2=O)c1	-6	-0.3	-15	.	0.1	3.4	-2	-5
O=C(CCCc1ccccc1)Nc1ccnn1C1CCN(Cc2ccc(CO)o2)CC1	3	.	-12	1	0.5	-1.7	1	0

Single records, from the list above. Order of screens: DENV2 CPE rescue, E-selectin induc, RAD52 anneal inh, RAD54 inh, Xi reactivation, F508del corr, Casp6 inh, GSIS activator
CC(c1ccccc1)N(C)C(=O)CN1CCN(S(=O)(=O)c2ccc3c(c2)OCCCO3)CC1 (centres undefined) as listed: 9, ., 0, -5, 0.1, 4.1, 5, -4
COc1cccc(/C=C2/Sc3ccc(C(=O)NC4CC4)cc3NC2=O)c1 as listed: -6, -0.3, -15, ., 0.1, 3.4, -2, -5
